NCI-60 one-dose screen, 48 h, at 10 µM unless noted. Numbers give growth in % (100 = growth as untreated, 0 = no growth, -100 = all killed).
UACC-62 – UACC-62 melanoma; hit rate 5.4% among 81,000; AID 1794756
MALME-3M – MALME-3M melanoma; hit rate 5.8% among 78,000; AID 1794766
HS 578T – HS 578T breast cancer | hit rate 4.1% among 78,000 | AID 1794788
SK-MEL-2 – SK-MEL-2 melanoma; hit rate 4.7% among 77,000
UACC-257 – UACC-257 melanoma; hit rate 4.4% among 78,000
T-47D – T-47D breast cancer | hit rate 5% among 79,000 | AID 1794792
BT-549 – BT-549 breast cancer | hit rate 4.4% among 78,000 | AID 1794793
SK-MEL-28 – SK-MEL-28 melanoma; hit rate 4.1% among 81,000
Numbers without * were called inactive; . = no result given; & = joins results of further samples; [ ] = another dose, or the depositor's remark. The calls were made as follows: active = growth percent below 10; inactive = the rest.

No.	Compound	UACC-62	MALME-3M	HS 578T	SK-MEL-2
1	Cc1cnc(Nc2ccc(OCCN3CCCC3)cn2)nc1NCc1ccco1	104	104	83	100
2	COc1cc(-c2nnc(SCC(=O)Nc3ccc(C(=O)/C=C/c4ccc(Cl)cc4)cc3)o2)cc(OC)c1OC	91	104	79	100
3	C[C@@H]1CCC[C@H]1CC(N)C(=O)O (some centres undefined)	116	149	103	132
4	COc1ccc(C(=O)N/N=C/c2cc(C(F)(F)F)ccc2Cl)cc1	77	111	93	104
5	O=CNc1cc([N+](=O)[O-])ccc1O	96	119	106	113
6	O=C(NCn1c(=O)[nH]c2ccccc2c1=O)NNc1ccccc1	85	87	88	97
7	COc1cc(NS(=O)(=O)c2ccccc2)ccc1C	100	88	104	106
8	N#C/C(=C\c1ccc(N2CCCCC2)cc1)C(=O)Nc1sc2c(c1C#N)CCC2	90	100	99	.
9	c1ccc(C2CCOCO2)cc1 (centres undefined)	95&107	92&105	93&91	98&101
10	O=C(O)CCCCCCSc1nc(-c2ccc(Cl)cc2)cc(-c2ccc(Cl)cc2)n1	97	103	103	110
11	CCN(CC)CCCCCCCNc1c2ccc(Cl)cc2nc2ccc(OC)cc12	-55*	-21*	-43*	.
12	C#Cc1cccc(Nc2ncnc3cc4c(cc23)OCCOCCOCCO4)c1	33	85	.	.
13	CCOc1c(Br)cc(C2C(C(=O)OC)=CN(C)C=C2C(=O)OC)cc1OC	71	.	76	66
14	N#CC1=C(N)Oc2c(c(=O)[nH]c3ccccc23)C12c1cc(Br)ccc1-c1ccc(Br)cc12	74	94	85	97
15	CC(C)[C@@H]1CC[C@]2(C(=O)NCCCCN=C(N)N)CC[C@]3(C)[C@H](CC[C@@H]4[C@@]5(C)CCC(=O)C(C)(C)[C@@H]5CC[C@]43C)[C@@H]12	48	19	73	83

No.	UACC-257	T-47D	BT-549	SK-MEL-28
1	105	.	87	101
2	107	102	85	95
3	106	106	106	108
4	105	90	96	96
5	90	102	106	101
6	100	85	87	98
7	.	42	99	115
8	92	98	108	95
9	94&89	88&101	94&91	107&109
10	112	102	111	108
11	-84*	-42*	-21*	-77*
12	39	33	50	58
13	.	57	78	.
14	88	98	82	94
15	71	37	90	16

The results go on:
No.	Compound	UACC-62	MALME-3M	HS 578T	SK-MEL-2
16	CN1CCN(c2ccc(/C=N/NC(=O)CSc3nc4ccccc4c(=O)n3-c3ccc(Cl)cc3)cc2)CC1	97	93	107	108
17	Cc1c2ccccc2[n+](C)c2ccccc12	.	89	84	104
18	Cc1ccc(S(=O)(=O)NCCCNc2nccc(-n3ccc4cccnc43)n2)cc1	101	112	97	100
19	O=C(NC(=S)Nc1ccc(-c2nc3ccccc3o2)cc1)c1ccc2ccccc2c1	93	87	89	103
20	CCOC(=O)c1cnn2c(-c3ccc(Cl)cc3)nc(N3CCCC3)nc12	58	108	97	85
21	COc1ccc(C2=NN(C(=O)c3cc(OC)c(OC)c(OC)c3)C(c3ccc(Cl)cc3)C2)cc1OC (centres undefined)	31	63	0.2*	40
22	COC(=O)c1c(Nc2ccc(OC)cc2)n[nH]c1N	100	127	118	114
23	CSc1ccnc2cc(Cl)ccc12	96	90	116	89
24	COC(=O)C1=C(C)NC(C)=C(C(=O)OC)C1c1ccccc1[N+](=O)[O-]	88	95	96	101
25	CC(O)CN1CCN(CC(C)O)C(C)C1 (centres undefined)	104	113	107	129
26	O=C(/C=C/C(=O)n1ccc2ccccc21)n1ccc2ccccc21	99	75	100	105
27	COC1OC2COC(c3ccccc3)OC2C(=O)C1NC(=O)c1ccccc1 (centres undefined)	94	.	97	94
28	CC(C)C(=O)n1ccc2nc(Cl)nc(Cl)c21	102	89	96	98
29	O=C1Nc2ccccc2/C1=C/c1c[nH]c2ccccc12	82	88	68	100
30	COc1ccc(OC)c(/C=C2/C=C(c3ccc(OC)c(OC)c3)N(CCc3ccc(S(N)(=O)=O)cc3)C2=O)c1	87	92	84	101

No.	UACC-257	T-47D	BT-549	SK-MEL-28
16	108	109	98	101
17	.	34	84	99
18	117	85	.	105
19	102	84	98	103
20	82	89	102	107
21	54	25	50	46
22	104	88	92	109
23	96	54	94	108
24	101	104	96	111
25	97	91	105	111
26	112	95	98	108
27	104	99	107	109
28	103	85	98	102
29	89	68	73	101
30	104	75	92	100

(continued)
No.	Compound	UACC-62	MALME-3M	HS 578T	SK-MEL-2
31	COc1cc(-c2nn(C(C)(C)C)cc2-c2ccnc(NCCCNS(=O)(=O)c3cccc(F)c3)n2)ccc1Cl	69	88	80	86
32	CC(=O)Oc1ccc(OC(C)=O)c2c1CC(C)=C(C)C2	92	144	107	100
33	COc1ccc2cc([C@H](C)C(=O)N/N=C/c3cccc(Cl)c3)ccc2c1	71	82	.	108
34	CC(C)(C)c1cc(-n2c(-c3cc4ccccc4[nH]c3=O)nc3cc(C(=O)OCCc4ccccc4)ccc32)n[nH]1	80	99	80	106
35	O=C(/C=C/c1ccccc1)c1ccc(NC(=O)c2ccccc2CN2C(=O)c3ccccc3C2=O)cc1	91	89	93	113
36	CN(C)c1ccc(/C=N/Nc2nc(N/N=C/c3ccc(N(C)C)cc3)nc(N3CCOCC3)n2)cc1	98	114	98	99
37	COc1cc(CNCCO)cc(OC)c1	100	109	98	103
38	Brc1cc(Br)cc(NNc2cc(Br)cc(Br)c2)c1	89	90	103	106
39	COc1cc(NCCNC2CCCCC2)c2ncccc2c1	96	.	93	102
40	COc1cc(C(=O)O/N=C(\N)Cc2cccc3ccccc23)cc(OC)c1OC	-88*	-86*	26	-81*
41	N#C/C(C(=O)Nc1ccc(S(N)(=O)=O)cc1)=C1\C(=O)Nc2ccc(Br)cc21	98	98	103	111
42	COc1ccc([C@H]2c3[nH]c4ccccc4c3C[C@@H]3C(=O)N(C4CCN(Cc5c(F)cccc5F)CC4)CC(=O)N23)c(OC)c1	63	97	67	92
43	CC1(c2ccccc2Cl)NC(=O)NC1=O (centres undefined)	95	101	100	96
44	O=C(/C=C/c1cn(-c2ccccc2)nc1-c1ccccc1)OCc1cn(-c2ccc(F)c(Cl)c2)nn1	78	86	89	91
45	CCCCCCCCc1ccc(OCCCN2CCOCC2)cc1	100	93	98	93

No.	UACC-257	T-47D	BT-549	SK-MEL-28
31	97	69	.	92
32	95	84	119	141
33	104	69	84	102
34	100	79	110	85
35	104	98	105	102
36	103	95	106	106
37	106	102	104	107
38	96	.	113	103
39	96	92	102	109
40	-89*	-73*	56	-97*
41	108	96	99	101
42	78	69	97	89
43	91	79	99	105
44	72	83	93	96
45	87	87	89	98

Part of the list above, with two lines to a compound:
Below each SMILES – UACC-62 | MALME-3M | HS 578T | SK-MEL-2 | UACC-257 | T-47D | BT-549 | SK-MEL-28
#37 COc1cc(CNCCO)cc(OC)c1
 : 100 | 109 | 98 | 103 | 106 | 102 | 104 | 107
#38 Brc1cc(Br)cc(NNc2cc(Br)cc(Br)c2)c1
 : 89 | 90 | 103 | 106 | 96 | . | 113 | 103
#39 COc1cc(NCCNC2CCCCC2)c2ncccc2c1
 : 96 | . | 93 | 102 | 96 | 92 | 102 | 109
#42 COc1ccc([C@H]2c3[nH]c4ccccc4c3C[C@@H]3C(=O)N(C4CCN(Cc5c(F)cccc5F)CC4)CC(=O)N23)c(OC)c1
 : 63 | 97 | 67 | 92 | 78 | 69 | 97 | 89
#40 COc1cc(C(=O)O/N=C(\N)Cc2cccc3ccccc23)cc(OC)c1OC
 : -88* | -86* | 26 | -81* | -89* | -73* | 56 | -97*

More entries.
No.	Compound	UACC-62	MALME-3M	HS 578T	SK-MEL-2
46	Nc1cc(NN=C(c2ccc(O)cc2)c2ccc(O)cc2)c([N+](=O)[O-])cc1[N+](=O)[O-]	42	105	71	-94*
47	NC(=O)C1COc2ccccc2O1 (centres undefined)	104	103	106	100
48	COc1ccc(Cc2nc3cc(OC)c(OC)cc3c(=O)[nH]2)cc1	78	273	78	105
49	O=C(Nc1ccc(CO)cc1)c1ccccc1Nc1ccnc(C(F)(F)F)c1	95	93	94	123
50	Cc1cc(=O)oc2cc(OCCCOc3ccc(/C=C/C(=O)Nc4ccccc4N)cc3)ccc12	21	42	48	49
51	O=S(=O)(Nc1ncccn1)c1ccc(Nc2nc(-c3ccccn3)cs2)cc1	89	150	97	117
52	CC1CN1C(=O)c1ccc(C(=O)N2CC2C)c2ccccc12 (centres undefined)	114	101	84	95
53	CC(=O)NCC(=O)Nc1ccc(-c2nnc3ccccn23)nc1.CC(=O)NCC(=O)Nc1ccc(-c2nnc3ccccn23)nc1.[Pt+2]	110	105	104	91
54	Cc1ccc(C)c2c1C=CC2	.	102	94	106
55	Oc1c(C(Nc2ccccn2)c2cccc(Oc3ccccc3)c2)ccc2cccnc12 (centres undefined)	-87*	-75*	-48*	-83*
56	Cc1onc(-c2ccc3cc[nH]c3c2)c1C(=O)Nc1ncc([N+](=O)[O-])s1	54	60	93	95
57	CC(C)=CCC/C(C)=C/CC/C(C)=C/CC[C@]1(C)CCc2cc(OC(=O)NS(=O)(=O)c3ccc(C)cc3)cc(C)c2O1	103	104	100	107
58	CC(=O)OC[C@H]1O[C@@H](OC[C@H]2O[C@@H](OC(=O)[C@@]34CC[C@]5(C)C(=CC[C@@H]6[C@@]7(C)CC[C@@H](O)C(C)(C)[C@@H]7CC[C@]65C)[C@H]3CC(C)(C)C(=O)C4)[C@H](O)[C@@H](O)[C@@H]2O)[C@H](O)[C@@H](O)[C@@H]1OC1OC(C)C(O)C(O)C1O (some centres undefined)	78	35	97	79
59	CC(C)(C)c1ccc2ccccc2c1	105	.	99	104
60	Cc1cc(=O)oc2cc(OCCCCOc3ccc(/C=C/C(=O)Nc4ccccc4F)cc3)ccc12	86	88	97	117

No.	UACC-257	T-47D	BT-549	SK-MEL-28
46	-61*	-56*	102	81
47	93	96	.	116
48	5.0*	96	159	79
49	102	87	104	101
50	38	9.3*	-60*	32
51	111	113	108	115
52	91	80	97	99
53	79	105	114	118
54	95	80	95	101
55	-77*	-71*	-74*	-97*
56	78	65	98	86
57	95	90	104	102
58	52	76	48	46
59	116	102	97	115
60	100	75	89	98

(next part)
No.	Compound	UACC-62	MALME-3M	HS 578T	SK-MEL-2
61	COc1ccc(C2=NN(C(=O)c3cc(-c4ccccc4)nc4ccccc34)C(c3cc(-c4ccccc4)nn3-c3ccccc3)C2)cc1 (centres undefined)	74	97	91	86
62	Cn1cc(-c2nc(-c3cn(C)c4ncccc34)cs2)c2ccccc21	33	.	81	29
63	Cc1cccc(NC(=O)N/C(N)=N/c2nc(C)c(C)s2)c1	49	58	44	44
64	CC1C=CC(OC(=O)C(C)(O)CCC(O)(C(=O)OC2CC(O)C(C(C)C)CC2(C)O)C(C)C)(C(C)C)CC1 (centres undefined)	-89*[4.63 µM]	-72*[4.63 µM]	22[4.63 µM]	-82*[4.63 µM]
65	CC12CCC3c4ccc(O)cc4CCC3C1CCC2OC1CCCCO1 (centres undefined)	80	97	109	121
66	CC(C)=CCC[C@](C)(O)[C@H]1CC[C@]2(C)[C@@H]1CC[C@@H]1[C@@]3(C)C/C(=C/c4ccc(C(F)(F)F)cc4C(F)(F)F)C(=O)C(C)(C)[C@@H]3CC[C@]12C	87	96	104	106
67	Nc1c(C(=O)Nc2cccc3ncccc23)sc2nc3c(cc12)C(=O)CCC3	18	75	5.5*	36

No.	UACC-257	T-47D	BT-549	SK-MEL-28
61	82	59	85	82
62	61	42	48	46
63	62	40	70	61
64	-88*[4.63 µM]	-47*[4.63 µM]	-81*[4.63 µM]	-97*[4.63 µM]
65	89	93	127	102
66	101	71	97	107
67	42	49	55	49

Screens (PubChem BioAssay)
